# Tb PFK block: inhibitors of T. brucei phosphofructokinase; Potency, µM (titrated, usually from 57.5 µM), without a hit: top-dose activity, negative = inhibition, actives largely listed as inhibitors; T. brucei PFK, ADP-Glo luminescence; hit rate 0.17% among 330,000; O15648;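 note: potency is the fitted concentration of half-maximal effect; 0% = uninhibited 1x PFK enzyme wells and -100% = no-enzyme wells; nearly all actives have a fitted effect of over 60% in size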
#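 1.25 nM PFK with 0.5 mM F6P and 0.1 mM ATP in 0.1 M TEA pH 8.0, 5 mM MgCl2, incubated 45 min at room temperature; ADP measured by ADP-Glo luminescence; compounds titrated up to 57 uM.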
# NPC1 prom act: NPC1 promoter activation. Huh7 NPC1 promoter luciferase reporter, 24 h. Potency, µM (titrated, usually from 9.22 µM), for the others: at the top dose activation, hits mostly activators. hit rate 2.4% among 320,000. AID 485313;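 note: potency is the fitted concentration of half-maximal effect; % of control where 0% means no effect; nearly all actives have a fitted effect of over 60% in size; reporter is driven by a mutant NPC1 promoter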
#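 Stably transfected Huh7 (NPC1 promoter→luciferase), 1500 cells/well in Opti-MEM + 10% FBS, 2 h settle, then compound 24 h at 37 °C. Luminescence after 10 min with Amplite reagent.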
# Rab9 prom act: activates the Rab9 promoter; Huh7 Rab9 promoter-luciferase reporter, luminescence, 24 h; Potency, µM (top dose mostly 9.22 µM), for inactives: at the highest dose activation, negative = inhibition, hits mostly activators; hit rate 2.8% among 320,000; note: potency is the fitted concentration of half-maximal effect; % of control where 0% means no effect; nearly all actives have a fitted effect of over 60% in size
#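 Luminescence read-out: Huh7 cells stably expressing Rab9-luciferase, treated 24 h with compound at 37 °C, then lysed with luciferase reagent for 10 min at ambient before reading.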
# ELG1 DNA repair: inhibitors of ELG1-dependent DNA repair in HEK293T cells; Potency, µM (top dose mostly 46.1 µM), inactives show top-dose activity change, negative = inhibition, hits mostly inhibitors; hit rate 2.3% among 330,000; HEK293T ELG1-luciferase reporter, luminescence, 16 h; DNA damage induced by 5-fluorouridine; AID 504467; note: potency is the fitted concentration of half-maximal effect; % is set by controls: 0 for no effect and ±100 for the full control effect; nearly all actives have a fitted effect of over 55% in size
#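 In this reporter screen, reduction of luminescence relative to DMSO vehicle indicated activity. Compounds and 5-fluorouridine were added together to 2,000 cells per well, incubated for 16 hr at 37 °C, then developed with ONE-Glo.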
# p53 reactivator: re-activators of mutant p53; H1299 p53-A138V BP100-luciferase reporter, luminescence, 24 h; hit rate 0.063% among 320,000; Potency, µM (titrated, usually from 92.2 µM), without a hit: at the highest dose activity change, positive = activation, actives largely listed as activators; note: potency is the fitted concentration of half-maximal effect; % of control where 0% means no effect; nearly all actives have a fitted effect of over 45% in size
#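 H1299 (p53-null), stable ts p53-A138V + BP100-Luc; 1000 cells/well, Opti-MEM/10% FBS; cpd 4 pt, 1:5; 24 h, 37 deg C, 5% CO2; detection reagent 10 min RT; luminescence.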
# BRCA1 expr act: activators of BRCA1 expression. MCF7-BRCA1-FFLuc reporter, luminescence, 48 h; response scale: scaled: vehicle 0%, 10 µM genistein 100%. hit rate 1.1% among 380,000. Potency, µM (highest dose often 46.1 µM), without a hit: at the highest dose activation, hits mostly activators. AID 624202; note: potency is the fitted concentration of half-maximal effect; nearly all actives have a fitted effect of over 80% in size; some results filed as inactive show a strong effect at the top dose
#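 48 h compound treatment of MCF7-BRCA1-FFLuc cells (phenol-red free MEM, 37 °C), then 15 min with luciferase substrate and luminescence imaging.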
# FLuc modulator: firefly luciferase modulation, counter-screen for miR-21 project; purified FLuc, Km substrates, luminescence inhibition; hit rate 6.9% among 360,000; Potency, µM (doses to about 57.5 µM), inactives show at the top dose activity change, negative = inhibition, hits mostly inhibitors; P08659; AID 588342;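 note: potency is the fitted concentration of half-maximal effect; plate controls were vehicle for no effect and reference inhibitor for full effect; nearly all actives have a fitted effect of over 55% in size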
#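 Purified P. pyralis luciferase, 10 nM final, with Km-level 10 uM D-luciferin and 10 uM ATP in 50 mM Tris acetate pH 7.5, 10 mM Mg acetate, 0.01% Tween-20, 0.05% BSA; 6-point qHTS titration about 60 µM downward; luminescence read.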
# ELG1 genotox: inducers of genotoxicity in HEK293T ELG1-luciferase cells; HEK293T ELG1-luciferase reporter, luminescence, 16 h; Potency, µM (doses to about 46 µM), inactives show top-dose activity change, positive = activation, usual class: activators; hit rate 1.3% among 330,000; note: potency is the fitted concentration of half-maximal effect; % of control where 0% means no effect; nearly all actives have a fitted effect of over 60% in size
#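 Quantitative HTS format in 1536-well plates. HEK293T ELG1-luciferase reporter cells receive test compound and are incubated 16 hr at 37 °C, 5% CO2; ONE-Glo added, 30 min room temperature, then luminescence read.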
# Gal4-VP16 FLuc: inhibits Gal4-VP16 luciferase reporter, ROR gamma counter-screen; Drosophila S2 Gal4-VP16 UAS-luciferase, luminescence, 20 h; Potency, µM (highest dose often 53.6 µM), for the others: at the highest dose activity, negative = inhibition, hits mostly inhibitors; hit rate 3.5% among 310,000; AID 2546;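 note: Gal4-VP16 expression switched on by copper sulfate through the metallothionein promoter; potency is the fitted concentration of half-maximal effect; % is set by controls: 0 for no effect and ±100 for the full control effect; nearly all actives have a fitted effect of over 50% in size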
# RORg inh: inhibitors of mouse ROR gamma transcriptional activity. P51450. Drosophila S2 Gal4-RORgamma UAS-luciferase reporter, 20 h. Potency, µM (top dose mostly 53.6 µM), inactives show at the top dose activity change, negative = inhibition, actives largely listed as inhibitors. hit rate 5.4% among 310,000. AID 2551; note: potency is the fitted concentration of half-maximal effect; % is set by controls: 0 for no effect and ±100 for the full control effect; nearly all actives have a fitted effect of over 60% in size
#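 Compounds are pin-transferred onto Drosophila Schneider cells expressing a copper-inducible Gal4–ROR gamma transactivation domain fusion. After 1 hr, copper sulfate is added to 700 uM final; luciferase is read 20 hr later.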
# TRPV1 agonist: activates the human vanilloid receptor TRPV1 | Q8NER1 | hit rate 0.19% among 320,000 | TRPV1-expressing cells, Fluo-8 calcium influx, agonist mode | activation, % at 8.33 µM; in the data active = activation above about 80%; inconclusive = between about 30% and that limit; note: 0% is about no effect
# Target sequence (Q8NER1 whole entry, looked up): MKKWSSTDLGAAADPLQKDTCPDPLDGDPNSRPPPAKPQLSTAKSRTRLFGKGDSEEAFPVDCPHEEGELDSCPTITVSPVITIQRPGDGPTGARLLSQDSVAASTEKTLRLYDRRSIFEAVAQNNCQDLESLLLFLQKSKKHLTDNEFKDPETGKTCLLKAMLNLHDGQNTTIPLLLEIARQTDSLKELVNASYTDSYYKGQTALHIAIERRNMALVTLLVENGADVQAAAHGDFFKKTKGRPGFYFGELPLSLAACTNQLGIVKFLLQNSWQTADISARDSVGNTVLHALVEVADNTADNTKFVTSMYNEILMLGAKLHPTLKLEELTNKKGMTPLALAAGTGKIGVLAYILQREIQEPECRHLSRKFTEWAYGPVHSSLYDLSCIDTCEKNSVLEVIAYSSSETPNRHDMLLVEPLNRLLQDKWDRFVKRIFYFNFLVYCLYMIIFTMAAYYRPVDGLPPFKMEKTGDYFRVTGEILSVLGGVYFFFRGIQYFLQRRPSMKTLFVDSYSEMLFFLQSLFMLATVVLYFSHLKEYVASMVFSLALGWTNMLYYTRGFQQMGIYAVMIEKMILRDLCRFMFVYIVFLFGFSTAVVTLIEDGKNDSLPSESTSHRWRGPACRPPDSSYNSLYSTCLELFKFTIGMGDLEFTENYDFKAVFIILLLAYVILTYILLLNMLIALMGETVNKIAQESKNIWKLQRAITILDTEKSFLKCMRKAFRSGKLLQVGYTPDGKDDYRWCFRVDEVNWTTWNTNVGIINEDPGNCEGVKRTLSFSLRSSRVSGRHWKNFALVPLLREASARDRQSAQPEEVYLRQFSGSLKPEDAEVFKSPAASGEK
#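 Fluo-8 calcium influx in TRPV1-expressing cells, kinetic read (ex 480/em 520 nm). Compound added and read 3 min for agonist activity, followed by capsaicin at EC20 final and 2 min further read for enhancement.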
# An asterisk follows results filed as active; ? = inconclusive; . = not tested or not shown; & = joins results of further samples; [ ] = remark or other dose. Unless noted, calls come from the whole dose curve; as a rule, active = well fitted curve in the direction sought with a large enough effect; inconclusive = small, poorly fitted or top-dose-only effect, or another doubt; inactive = no such curve, though single readings can be large; an effect the other way counts as inactive or inconclusive. Outcome played no part in choosing rows, and some 15% of all compounds hit somewhere here.
SMILES,Tb PFK block,NPC1 prom act,Rab9 prom act,ELG1 DNA repair,p53 reactivator,BRCA1 expr act,FLuc modulator,ELG1 genotox,Gal4-VP16 FLuc,RORg inh,TRPV1 agonist
Cc1ccc(C)c(C(=O)NC2CC(C)(C)NC(C)(C)C2)c1,-1%,-1%,-6%,1%,18%,6%,-1%,0%,-5%,7%,10
O=C(CN(C(=O)c1csnn1)c1cccc(Cl)c1)NC1CCCCC1,0%,-3%,-2%,-11%,-3%,-17%,1%,-15%,10%,-1%,-2
Nc1nnnn1CC(=O)N/N=C/c1cc([N+](=O)[O-])ccc1Cl,3%,-5%,-1%,12%,-2%,-12%,-1%,4%,5%,-6%,0
CCCCCCCN1C(Nc2ccccc2)=NC[C@@H]1C,2%,-3%,-1%,-2%,-6%,-11%,-1%,-6%,.,.,4
O=C(C1CCN(S(=O)(=O)c2cccc3cccnc23)CC1)N1CCc2ccccc21,1%,1%,-11%,?,-4%,0%,8%,-4%,12%,?,0
O=C(Cc1ccc(Br)cc1)NNC(=O)Nc1ccc(Cl)cc1,0%,-4%,-5%,-2%,-6%,-1%,5%,2%,-3%,-13%,1
C/C(=N/NC(=O)c1ccc(Br)o1)c1cccc(NC(=O)c2ccc(F)cc2)c1,-7%,-3%,3%,?,3%,22%,11µM*,-9%,7%,-11%,6
COc1cc(NC(=O)COC(=O)c2ccc3ccccc3n2)cc(OC)c1,-4%,-1%,-2%,21%,12%,-18%,-3%,-3%,.,.,-1
Cc1ccccc1C(=O)c1ccc2c(c1)n(C)c(=O)n2C,-4%,9%,15%,?,-11%,-40%,1%,?,-2%,-12%[10 µM],-2
Cc1ccc(C(=O)N2CCOCC2)cc1S(=O)(=O)N1CCCC1,-3%,-3%,-8%,-5%,5%,-29%,-2%,9%,-6%,-10%,2
CSc1nnc2n(-c3ccccc3)c(=O)c3c4c(sc3n12)CCC4,1%,1%,2%,-4%,3%,-5%,3%,0%,0%,4%,-2
O=C(NCc1nnc(SCC(=O)N2CCCCC2)o1)c1c(F)cccc1F,3%,-4%,7%,-2%,?,-19%,0%,1%,-6%,-12%,2
CC(=O)c1cccc(NC(=O)C(C)OC(=O)c2cccc(-n3cnnn3)c2)c1 (centres undefined),13%,0%,-6%,1%,-4%,-3%,4%,-3%,.,.,4
CN1CCN(C(=O)CCN2C(=O)/C(=C\c3ccc(F)cc3)SC2=S)CC1,0%,.,.,-11%,?,-60%,.,16%,.,.,.
CCCC[n+]1ccn(-c2nc3ccccc3nc2[N-]S(=O)(=O)c2cccs2)c1,-4%,1%,-9%,21µM*,1%,4%,5%,-2%,2%,-9%,13
Cc1csc(NC(=O)C(Cc2ccccc2)n2cccc2)n1 (centres undefined),-1%,-3%,6%,?,?,0%,-17%,2%,11%,-17%,25
O=C(O)c1ccccc1C(=O)c1ccc(N2CCOCC2)c([N+](=O)[O-])c1,-5%,2%,22%,15%,0%,-5%,?,-1%,-11%[10 µM],7%,-1
COC(=O)c1ccc(CSC2=NCCS2)cc1,-1%,?,?,?,?,?,?,?,15%,27%,13
CCOC(=O)c1sc(NC(=O)CSc2nc3c(c(=O)n2-c2ccc(F)cc2)SCC3)c(C(=O)OCC)c1C,-6%,-3%,-1%,-3%,-3%,.,2%,2%,4%,-4%,-9
Cc1ccc(CNC(=O)CCC(=O)N2CC(C)Oc3ccccc32)cc1 (centres undefined),-4%,3%,5%,-4%,.,27%,-4%,2%,1%,29%,3
COc1ccc(-c2nc3ccccc3c(=O)n2CC(C)C)cc1,7%,0%,0%[1.84 µM],-1%,0%,-14%,?,-5%,12%,8%,16
OC(CNCCc1ccccc1)c1ccccc1 (centres undefined),-4%,-3%,0%,1%,-1%,9%,7%,3%,-4%,-23%,4
CCCn1c(=O)n(C)c(=O)c2c(SC(C)C(=O)NCC3CCCO3)nc(CC(C)C)nc21 (centres undefined),-5%,-1%,-9%,7%,5%,-12%,-2%,-7%,.,.,8
O=C1CCN(Cc2ccccc2)S(=O)(=O)c2ccccc21,2%,-2%,-2%,-4%,-1%,10%,-1%,1%,16%&-5%,1%&1%,4
Cc1oc(-c2cccs2)nc1CN1CCN(C2CCCC2)C(CCO)C1 (centres undefined),-6%,0%,-2%,9%,3%,0%,0%,1%,8%,-1%,0

# The listing continues.
SMILES,Tb PFK block,NPC1 prom act,Rab9 prom act,ELG1 DNA repair,p53 reactivator,BRCA1 expr act,FLuc modulator,ELG1 genotox,Gal4-VP16 FLuc,RORg inh,TRPV1 agonist
C[C@H](N)c1nnc(SCC(N)=O)o1,1%,1%,-3%,-5%,6%,0%,-2%,-5%,1%,-9%,-1
Cc1ccc(C)c(NC(=S)N2CCCC2)c1,-2%,0%,-2%,2%,3%,-19%,3%,0%,?,?,-5
CN(C)Cc1ccccc1Sc1ccc(Br)cc1,1%,-2%,1%,-11%,-2%,-17%,-4%,-1%,-2%,-30%,0
CCCN1C(=S)SC(C)(C)C1/[N+]([O-])=C/c1ccc(S(=O)(=O)NC)cc1 (centres undefined),0%,2%,10%,4%,-6%,-5%,6%,-2%,?,?,.
CCOC(=O)c1cc(S(=O)(=O)N2CCC(C)CC2)cn1C,6%,-1%,-3%,2%,-5%,-4%,0%,-1%,-3%,-7%,14
Clc1cc(Br)ccc1OCCCn1ccnc1,-8%,2%,-3%,13%,-4%,-17%,?,1%,23%,-20%,0
O=C(NC1CCCC1)c1ccc([N+](=O)[O-])s1,5%,2%,-1%,?,7%,-77%,4%,-13%,-11%,-18%,23
C[C@H]1[C@H](C)CC[C@]2(C)CC[C@]3(C)C(=CC[C@@H]4[C@@]5(C)CC[C@@H](O)[C@](C)(C(=O)O)[C@@H]5CC[C@]43C)[C@H]12,-2%,-6%,1%,17%,-5%,.,0%,-6%,6%,-23%,-3
COc1ccc(CCNc2cc(C)nc3c(-c4ccc(Cl)cc4)c(C)nn23)cc1OC,-7%,-4%,-3%,?,-6%,-49%,6%,-10%,-12%,17%,12
NC(=O)CSc1nnnn1-c1cccc(Cl)c1,7%,-1%,-1%,20%,-2%,5%,-1%,3%,4%,-19%,-1
CCN(c1ccccc1)S(=O)(=O)c1cc(CN2C(=O)c3cccnc3C2=O)ccc1OC,2%,1%,0%,15%,-3%,0%,3%,5%,11%,-23%,3
COc1cccc(CSc2nc3ccncc3[nH]2)c1,-2%,1.6µM*,2.8µM*,?,21%,?,13µM*,-18%,-6%,3%,7
O=C1C2C3c4ccccc4C(c4ccccc43)C2C(=O)N1Cc1ccccn1 (centres undefined),1%,-3%,-16%,6%,1%,4%,3%,-7%,-4%[10 µM],-37%,12
CC1(C)C=Cc2cc3ccc(=O)oc3cc2O1,11%,?,?,?,6%,?,11µM*,?,2%&9%,-9%&-4%,?
c1ccc2[nH]c(CSc3ncnc4c3oc3ccccc34)nc2c1,-1%,-2%,0%,10%,10%,-83%,?,0%,-15%,?,22

# Compounds listed so far that contain two or more sulfur atoms, in the order listed:
SMILES,Tb PFK block,NPC1 prom act,Rab9 prom act,ELG1 DNA repair,p53 reactivator,BRCA1 expr act,FLuc modulator,ELG1 genotox,Gal4-VP16 FLuc,RORg inh,TRPV1 agonist
CSc1nnc2n(-c3ccccc3)c(=O)c3c4c(sc3n12)CCC4,1%,1%,2%,-4%,3%,-5%,3%,0%,0%,4%,-2
CN1CCN(C(=O)CCN2C(=O)/C(=C\c3ccc(F)cc3)SC2=S)CC1,0%,.,.,-11%,?,-60%,.,16%,.,.,.
CCCC[n+]1ccn(-c2nc3ccccc3nc2[N-]S(=O)(=O)c2cccs2)c1,-4%,1%,-9%,21µM*,1%,4%,5%,-2%,2%,-9%,13
COC(=O)c1ccc(CSC2=NCCS2)cc1,-1%,?,?,?,?,?,?,?,15%,27%,13
CCOC(=O)c1sc(NC(=O)CSc2nc3c(c(=O)n2-c2ccc(F)cc2)SCC3)c(C(=O)OCC)c1C,-6%,-3%,-1%,-3%,-3%,.,2%,2%,4%,-4%,-9
CCCN1C(=S)SC(C)(C)C1/[N+]([O-])=C/c1ccc(S(=O)(=O)NC)cc1 (centres undefined),0%,2%,10%,4%,-6%,-5%,6%,-2%,?,?,.
